GDH-TPI inh: counter-screen for M. tuberculosis FBA inhibitors: GDH-TPI coupled enzymes; AID 588335; 360,000 compounds, 1.2% hits; GDH-TPI coupled enzyme counterscreen, NADH absorbance; inhibition, % at 4.8 µM; in the data active = inhibition above about 30%;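 also: 0% = DMSO wells and 100% = wells lacking the enzyme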
Anthrax LF prot: anthrax lethal factor protease inhibition. P15917. multiplex microsphere protease cleavage assay, LF. inhibition, % at 10 µM. 360,000 compounds, 0.12% hits; also: plate controls were buffer without enzyme for full effect and enzyme alone for no effect
BoNT-F LC inh: blocks Botulinum neurotoxin F light chain protease; Multiplex microsphere protease cleavage assay, flow cytometry; AID 588497; inhibition, % at 10 µM; 360,000 compounds, 0.22% hits; in the data active = inhibition above about 35%, passing the limit was not always enough; inconclusive = no clear call, values can overlap the other calls; also: plate controls were buffer without enzyme for full effect and enzyme alone for no effect
PfHsp40 rescue: restores yeast growth despite PfHsp40 toxicity. 340,000 compounds, 0.68% hits. S. cerevisiae expressing PfHsp40, growth rescue, ATP luminescence. growth rescue, % at 12.5 µM; in the data active = growth rescue above about 28%, passing the limit was not always enough; inconclusive = no clear call, values can overlap the other calls;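 also: yeast W303a lacking pdr1 and pdr3 grown in galactose medium; growth measured after three days at 30 °C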
Mtb UGM inh: Mtb UDP-galactopyranose mutase inhibition; P9WIQ1; purified UGM, fluorescence polarization probe displacement; inhibition, % at 10 µM; 320,000 compounds, 0.06% hits; in the data active = inhibition above about 10%, passing the limit was not always enough; inconclusive = no clear call, values can overlap the other calls
Target sequence (P9WIQ1 whole entry, looked up): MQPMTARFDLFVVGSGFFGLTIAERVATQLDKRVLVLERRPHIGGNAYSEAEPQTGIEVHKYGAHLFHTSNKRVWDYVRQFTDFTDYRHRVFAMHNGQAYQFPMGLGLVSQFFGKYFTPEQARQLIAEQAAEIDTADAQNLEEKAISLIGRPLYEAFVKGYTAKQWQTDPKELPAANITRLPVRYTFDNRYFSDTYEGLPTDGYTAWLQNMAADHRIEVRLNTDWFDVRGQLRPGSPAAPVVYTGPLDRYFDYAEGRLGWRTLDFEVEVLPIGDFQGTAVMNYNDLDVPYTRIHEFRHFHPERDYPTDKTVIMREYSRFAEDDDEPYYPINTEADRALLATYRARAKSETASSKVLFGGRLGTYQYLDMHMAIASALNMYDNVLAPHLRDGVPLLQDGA
BoNT-A LC inh2: BoNT A light chain protease inhibition | multiplex microsphere protease substrate cleavage, flow cytometry | inhibition, % at 10 µM | 360,000 compounds, 0.17% hits; also: plate controls were buffer without enzyme for full effect and enzyme alone for no effect
FadD28 FP inh: blocks FadD28 binding to the bisubstrate probe | fluorescence polarization | inhibition, % at 12.5 µM | 360,000 compounds, 0.22% hits; in the data active = inhibition above about 8.5%, passing the limit was not always enough; inconclusive = no clear call, values can overlap the other calls
Mtb BioA inh: blocks M. tuberculosis BioA enzyme activity; purified M. tuberculosis BioA enzyme, plate reader; inhibition, % at 9.99 µM; 360,000 compounds, 0.096% hits; AID 602481; in the data active = inhibition above about 40%; inconclusive = no clear call, values can overlap the other calls
FBA Mtb inh: inhibitors of M. tuberculosis fructose-bisphosphate aldolase. P9WQA3. purified M. tuberculosis FBA, fluorescence read-out. inhibition, % at 1 µM. 360,000 compounds, 2.3% hits. AID 588726; in the data active = inhibition above about 27%;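 also: 0% = vehicle and 100% = reference inhibitor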
Target sequence (P9WQA3 whole entry, looked up): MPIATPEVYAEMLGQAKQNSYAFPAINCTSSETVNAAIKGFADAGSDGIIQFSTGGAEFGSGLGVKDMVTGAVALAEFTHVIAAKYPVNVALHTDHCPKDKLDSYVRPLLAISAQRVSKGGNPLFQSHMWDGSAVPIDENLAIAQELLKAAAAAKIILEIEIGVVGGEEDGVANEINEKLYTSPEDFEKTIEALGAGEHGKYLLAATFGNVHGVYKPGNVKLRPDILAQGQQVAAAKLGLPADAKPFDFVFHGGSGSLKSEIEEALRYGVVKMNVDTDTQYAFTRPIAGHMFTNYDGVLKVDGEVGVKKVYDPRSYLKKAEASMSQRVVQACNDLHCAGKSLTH
The depositor's hits bear a star; u = inconclusive; x = no result given. Rule as the data show it, unless noted: active = inhibition above about 30%; inconclusive = no clear call, values can overlap the other calls; inactive = below that. Rows are unselected; about 4.7% have a hit in one of these screens.

SMILES	GDH-TPI inh	Anthrax LF prot	BoNT-F LC inh	PfHsp40 rescue	Mtb UGM inh	BoNT-A LC inh2	FadD28 FP inh	Mtb BioA inh	FBA Mtb inh
CCOC(=O)c1sc(N(Cc2ccccc2)C(=O)COC(=O)c2cnccn2)nc1C	-2	2	14	0.0	-2.0	3.4	-5.9	x	-1
O=C(NCCN1CCOCC1)c1cc(=O)[nH]c2ccc(Br)cc12	23	0	-1	0.9	1.0	-0.2	0.3	x	0
COc1cccc(CNCC(=O)Nc2ccc(N3CCOCC3)cc2)c1	-5	-2	-1	-1.8	0.9	0.4	-2.9	x	-1
CCOC(=O)c1ccc(N(CC(=O)NC2CCCC2)C(=O)CNC(=O)c2ccco2)cc1	0	-6	-4	0.8	1.3	0.3	-0.6	-5.5	-3
Cc1ccc(C2NC(=S)NC(c3ccc(C)cc3)C23C(=O)NC(=O)NC3=O)cc1 (configuration not stated)	-6	4	0	-0.2	-0.5	0.3	-4.9	1.2	1
COc1cccc(OC)c1C(=O)OCC(=O)N1CC(C)CC(C)C1 (configuration not stated)	-8	-2	-2	-1.8	-0.2	-0.2	-2.8	-1.1	-1
CCc1nc2c(OCC(=O)C(C)(C)C)cccn2c1N(C=O)Cc1ccc(OC)cc1	2	-2	-4	x	x	0.1	-2.0	-0.2	-1
O=C(CN(Cc1ccccc1F)C(=O)c1csnn1)NC1CCCCC1	-14	1	6	-0.5	2.3	0.4	-3.6	-0.9	0
O=C1C=C(c2cc(Cl)cc(Cl)c2)C[C@@H](c2ccc(F)cc2)C1	-1	-4	4	4.2	-5.2	0.1	-4.6	0.4	-5
Cc1noc(C)c1S(=O)(=O)Nc1ccc(C(=O)N2CCCCC2)cc1	2	1	4	0.5	3.1	0.3	-0.8	x	0
CCSc1nnc(NC(=O)c2nn(C(C)C)c(=O)c3ccccc23)s1	11	-4	0	4.5	1.8	0.0	0.3	-0.8	-4
COC(=O)c1ccccc1Oc1ccc(NC(=O)CCCl)cc1	4	-3	-5	-1.0	0.6	-0.4	-0.7	0.0	2
COc1ccc(OC)c(-c2csc(NC(=O)COC(=O)c3ccc(NC(=O)CC#N)cc3)n2)c1	2	-2	0	-0.2	0.3	2.8	-2.2	-1.3	-2
O=C(c1ccccn1)N1N=C2/C(=C/c3ccccc3)CCCC2C1c1ccccc1 (configuration not stated)	8	-3	-3	3.3	-0.5	0.3	-3.3	-0.5	4
CCSc1nnc(NC(=O)c2cccs2)s1	15	2	0	-0.6	-2.1	1.0	-0.4	x	6
C=C(c1ccc(OC)cc1)c1ccc(OC)cc1	-9	-2	-9	1.2	x	-1.4	-4.0	-0.4	-3
COc1ccc(NC(=O)Nc2cccc(Cl)c2Cl)c(OC)n1	-2	-10	u	0.0	-3.7	u	-2.3	0.5	1
Cc1cc(NC(=O)c2ccc(Br)o2)ccc1NC(=O)c1ccco1	2	-4	-3	-1.7	-0.3	-1.9	0.8	-0.1	-7
C/C(=N\Nc1ccc([N+](=O)[O-])cc1)c1ccc(-n2nncc2C)cc1	12	2	1	7.0	2.9	0.4	-2.1	-0.2	-10
CCn1c(COc2cccc(C)c2)nc2ccccc21	7	-5	-14	3.7	-1.9	-0.5	-3.5	1.3	1
CCOC(=O)c1c(C)cc(C)[nH]c1=O	4	2	1	-0.3	0.8	-1.1	1.9	x	1
COc1ccc2[nH]cc(CCNC(=O)c3ccco3)c2c1	-3	-8	0	0.9	1.0	0.2	-2.3	-0.7	-2
O=S1(=O)c2ccc(Br)cc2N2CC[C@H](C2)N1Cc1ccc(Cl)cc1	6	0	0	-1.4	x	-0.3	-0.3	-3.7	0
Cc1ccccc1NC(=O)COc1nsnc1N1CCOCC1	-2	-4	10	-0.7	3.0	-0.3	-1.5	-1.9	1
Cc1ccc(N=C2NC(=O)C(CC(=O)O)S2)cc1 (configuration not stated)	6	-11	10	1.0	-2.2	6.1	0.2	-1.7	-2
COc1ccccc1N1CCN(CCCNC(=O)Nc2ccccc2C)CC1	3	0	u	-1.1	3.2	0.8	1.5	-1.9	0
N#Cc1cccc(NC(=O)c2cc(C3CCCCN3C(=O)c3ccccc3)on2)c1 (configuration not stated)	4	-1	1	x	x	-0.3	-1.6	0.2	1
COCCN(Cc1ccccc1)C(=O)Cc1ccc(S(=O)(=O)N2CCOCC2)s1	4	0	-14	0.2	1.8	-0.3	-0.7	-1.9	0
Cc1ccccc1OCc1nnc(SCC(=O)Nc2ccc3c(c2)oc2ccccc23)n1C	-4	-6	-10	-1.3	0.0	0.0	-3.3	0.1	0
O=c1c2ccccc2nc(N/N=C/c2ccccc2)n1O	-7	-2	-12	-1.0	-1.2	-4.8	-2.4	1.0	2
CCc1nc2ccc(C(=O)N3CCN(C(=O)c4ccco4)CC3)cn2c1N(C=O)Cc1ccc(OC)cc1	7	-4	2	x	x	0.0	2.1	-0.3	1
O=C(COc1ccc2c3c(c(=O)oc2c1)CCCC3)NCc1ccncc1	7	5	7	-1.0	-1.3	9.5	-0.7	-0.4	12
O=C(CNC(=O)c1ccco1)NNC(=O)c1ccc(Br)cc1	0	-2	-5	0.2	1.6	0.0	-1.5	-1.0	2
CCOC(=O)CCCCCNC(=O)c1c(O)[nH]c(=O)[nH]c1=O	-4	7	-6	3.5	-1.2	0.2	-3.3	0.6	0
CCOc1ccc2cc(C(=O)c3ccccc3)c(=O)oc2c1	41*	0	-2	-0.2	1.7	2.0	0.3	-0.4	2
CS(=O)(=O)c1ccc(C(=O)OCC(=O)NC(=O)Cc2ccccc2)cc1	-5	-2	5	0.8	-1.9	-4.9	0.6	0.3	2

Brought forward from above: 2 compounds; new compounds follow.
SMILES	GDH-TPI inh	Anthrax LF prot	BoNT-F LC inh	PfHsp40 rescue	Mtb UGM inh	BoNT-A LC inh2	FadD28 FP inh	Mtb BioA inh	FBA Mtb inh
CCOc1ccc2cc(C(=O)c3ccccc3)c(=O)oc2c1	41*	0	-2	-0.2	1.7	2.0	0.3	-0.4	2
CS(=O)(=O)c1ccc(C(=O)OCC(=O)NC(=O)Cc2ccccc2)cc1	-5	-2	5	0.8	-1.9	-4.9	0.6	0.3	2
Cc1ccc(CC(=O)Nc2cccc(C)n2)cc1	6	-2	1	-0.9	-2.9	0.2	0.5	-0.2	1
O=C(Cn1nnc(-c2ccccc2)n1)NC(=O)NC1CCCC1	0	6	0	2.1	0.7	0.2	-3.2	0.1	1
Cn1c(=O)oc2cc(S(=O)(=O)NCC3CCCO3)ccc21 (configuration not stated)	-2	-29	28	-1.2	-0.2	2.0	0.8	-4.2	2
O=C(NC(=S)NNC(=O)c1cccs1)c1ccc(Br)o1	7	-1	1	17	4.7	0.2	-2.0	x	-3
COc1ccc(NC(=O)CCC(=O)N2CCC(c3ccccc3)=N2)cc1S(=O)(=O)N1CCCCC1	-3	-14	-11	-0.7	x	-0.3	-0.3	-1.0	3
CCC(=O)NCCN1CCN(C(=O)CC)CC1	10	-3	5	0.6	4.7	0.6	0.6	-0.5	1
CCCOC(=O)c1ccc(Oc2cn[nH]c2-c2ccc(O)cc2O)cc1	4	0	0	3.7	2.7	-0.2	-2.9	x	2
CN(CC(=O)NCCc1ccc(S(N)(=O)=O)cc1)S(=O)(=O)c1ccc(Br)s1	10	6	-17	16	-0.7	-3.5	-3.8	1.2	1
CN1C(=O)Cc2cc(S(=O)(=O)NCc3c(F)cccc3Cl)ccc21	-3	6	-9	0.3	-0.4	-5.0	-0.9	-0.5	0
CCOC(=O)c1sc(NC(=O)CSc2nc3c(c(=O)n2-c2ccc(C)cc2)SCC3)c(C(=O)OCC)c1C	1	-5	-7	0.5	1.0	-1.1	-0.5	-1.4	1
Cn1ccc2c(-c3ccccc3F)cc3c(c21)C1CCC3C1 (configuration not stated)	x	-8	2	x	x	2.9	-0.4	0.6	13
CCOC(=O)Cc1nnc(NC(=O)COc2ccc(OC)cc2)s1	4	-1	6	0.0	0.3	4.8	-2.0	-0.1	-2
Cc1[nH]c2ccccc2c1C(c1ccccn1)N1CCC(C(N)=O)CC1 (configuration not stated)	-1	1	-12	-1.3	-0.9	0.0	0.9	x	5
O=C(Cn1c(=O)cnc2ccccc21)Nc1cc(Cl)ccc1N1CCOCC1	13	6	4	0.1	4.2	3.6	0.4	2.2	4
CCOCCCN(Cc1cc2cc(C)cc(C)c2[nH]c1=O)C(=O)N(CC)CC	-1	2	6	-0.6	2.5	0.7	-3.1	x	2
Cc1csc(CNc2ncnc3ccc(-c4ccoc4)cc23)c1	-6	4	7	3.5	-2.4	-0.3	-9.3	-1.4	9
CCOC(=O)C1=C(CN2CCC(C)CC2)NC(=O)NC1c1ccc(Cl)cc1 (configuration not stated)	-5	2	-6	-0.3	-5.7	u	0.9	0.9	0
O=S(=O)(c1cccc(C(F)(F)F)c1)N1CCC(CO)(CCCc2ccccc2)CC1	-7	49*	24	55*	1.5	2.1	-5.2	-0.1	1
COc1cc(NC(=O)c2ccc3snnc3c2)cc(OC)c1	1	-9	u	0.5	0.2	u	-0.5	4.5	-2
CCOC(=O)c1ccc(N=NN(C)C)cc1	36*	2	u	0.4	2.1	-3.9	-0.3	x	0
CCN(CC)CCn1c2c(c(SCC(=O)Nc3ccc(F)c(F)c3)nc1=O)CCC2	5	2	8	-0.4	-1.4	2.8	-0.7	-0.7	0
Cc1ccc(S(=O)(=O)N(C)c2ccc(OCC(=O)NC3=NCCS3)cc2)cc1	-1	-5	-4	0.0	1.2	-0.3	-4.0	x	1
CC(C)CCNC(=O)CN(Cc1ccccc1)C(=O)CCC(=O)Nc1ccccn1	-2	2	12	1.6	1.0	-2.9	-0.8	0.5	1
CN(C)c1ccc(C(=O)/C=C/c2ccccc2)cc1	6	2	2	4.3	4.3	7.1	-1.9	-0.7	-8
COc1ccccc1N1CCN(CC(=O)c2c(C)n(C)c3ccccc23)CC1	8	0	0	-0.2	3.2	1.2	-3.0	0.3	-4
CCc1ccc([C@H]2C(C(=O)O)=C[C@@H](CC)N2S(=O)(=O)c2ccc(C)cc2)cc1	-9	7	2	0.2	x	-0.2	-3.8	3.3	0
CCn1c(SCC(N)=O)nnc1-c1ccc(S(=O)(=O)N2CCN(C)CC2)cc1	5	u	u	-0.7	-0.6	u	-1.4	1.6	14
CCOc1ccc(N(CC(=O)NCC(C)C)S(C)(=O)=O)cc1	-4	1	-1	-0.4	-0.4	-0.2	-0.9	5.0	-3
Cc1ccc(NC(=O)CSc2nnc(NC(=O)c3ccco3)s2)cc1	17	1	1	u	3.7	0.8	-1.4	-3.1	0
CC1CC(C)CN(C(=O)c2ccc(NS(=O)(=O)c3ccc4[nH]c(=O)[nH]c4c3)cc2)C1 (configuration not stated)	7	3	6	0.7	-1.6	-1.9	-2.9	x	6
CC(NC(=O)Nc1ccc2c(c1)OCO2)c1ccncc1 (configuration not stated)	2	0	-8	-0.6	-1.0	0.2	-0.8	x	-2
O=C(CCC(=O)N1CCc2ccccc2C1)NCCc1ccc(Cl)cc1	5	x	x	0.7	2.1	x	-2.6	-0.2	3
CCN(CC)S(=O)(=O)c1ccc(NC(=O)c2cnccn2)cc1	8	-16	u	0.8	-0.1	-3.1	-0.3	6.7	0
CCOc1ccccc1/C=C(\C#N)C(=O)NC1CC1	7	x	x	x	-3.1	x	0.0	0.3	1

Exported as labelled records: entries from further up
Cc1ccc(NC(=O)CSc2nnc(NC(=O)c3ccco3)s2)cc1
  GDH-TPI inh: 17 | Anthrax LF prot: 1 | BoNT-F LC inh: 1 | PfHsp40 rescue: u | Mtb UGM inh: 3.7 | BoNT-A LC inh2: 0.8 | FadD28 FP inh: -1.4 | Mtb BioA inh: -3.1 | FBA Mtb inh: 0
CC1CC(C)CN(C(=O)c2ccc(NS(=O)(=O)c3ccc4[nH]c(=O)[nH]c4c3)cc2)C1 (configuration not stated)
  GDH-TPI inh: 7 | Anthrax LF prot: 3 | BoNT-F LC inh: 6 | PfHsp40 rescue: 0.7 | Mtb UGM inh: -1.6 | BoNT-A LC inh2: -1.9 | FadD28 FP inh: -2.9 | Mtb BioA inh: x | FBA Mtb inh: 6
CC(NC(=O)Nc1ccc2c(c1)OCO2)c1ccncc1 (configuration not stated)
  GDH-TPI inh: 2 | Anthrax LF prot: 0 | BoNT-F LC inh: -8 | PfHsp40 rescue: -0.6 | Mtb UGM inh: -1.0 | BoNT-A LC inh2: 0.2 | FadD28 FP inh: -0.8 | Mtb BioA inh: x | FBA Mtb inh: -2

Bioassay records from PubChem BioAssay.
